# Assay outcomes deposited in PubChem BioAssay by several laboratories.
# HTR5A ag = HTR5A agonism, opioid heterodimer counter-screen. HTR5A agonist assay, luminescence, cell-based. AID 504692. activation, % at 9.3 µM. 0.61% of 340,000 active; in the data active = activation mostly above about 9.5%, no sharp cut-off; inactive = mostly below about 7.6%;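 note: 0% = cells with vehicle only and 100% = reference agonist; strong numbers were not always called active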
# Target sequence (P47898 whole entry, looked up): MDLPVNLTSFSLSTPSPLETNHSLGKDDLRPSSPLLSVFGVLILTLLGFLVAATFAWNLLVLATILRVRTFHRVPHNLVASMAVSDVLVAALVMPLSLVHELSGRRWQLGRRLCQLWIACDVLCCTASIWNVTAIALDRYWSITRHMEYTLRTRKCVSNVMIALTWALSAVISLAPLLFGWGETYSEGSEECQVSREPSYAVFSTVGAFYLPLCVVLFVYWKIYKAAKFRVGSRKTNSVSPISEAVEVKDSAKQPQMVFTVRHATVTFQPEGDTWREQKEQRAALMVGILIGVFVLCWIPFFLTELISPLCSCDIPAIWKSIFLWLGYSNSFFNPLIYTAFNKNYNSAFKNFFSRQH
# Cardiac RTF inh = cardiac RTF calcium desensitization; P19429+P45379; IANBD-labeled cardiac RTF, Ca2+ fluorescence; inhibition, % at 7.15 µM; 0.12% of 340,000 active;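 active = inhibition above the mean inhibition of all tested compounds plus 3 SD, cut at about 17% in these data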;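 note: assay run at fixed EC70 calcium of 1.6 mM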
# MOR-DOR ag = OPRM1-OPRD1 heterodimerization agonism | 0.3% of 340,000 active | activation, % at 9.3 µM | P35372+P41143 | cells, luminescence; in the data active = activation above about 18%;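 note: 0% = vehicle-treated cells and 100% = reference agonist; values of inactives mirror those of a sister screen read the other way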
# CAL PDZ FP = blocks peptide binding to the human CAL PDZ domain. Q9HD26. purified CAL PDZ, TMR-peptide fluorescence polarization, 1 h. inhibition, % at 24.9 µM. 0.92% of 300,000 active;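 active = mean inhibition of at least 30% with at least half of replicates also reaching 30%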;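 note: 0% = DMSO neutral control and 100% = excess unlabeled competitor peptide PRC23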
# V-ATPase pH = yeast V-ATPase proton transport regulation by pHLuorin. S. cerevisiae, pHLuorin cytosolic pH fluorescence. response, % at 10 µM. 0.37% of 350,000 active. AID 504577; in the data active = response mostly above about 7.3%, no sharp cut-off; inactive = mostly below about 5.4%; note: actives read high; inactives centre near 0; some compounds called inactive have numbers as strong as hits; reference of the scale not given here
# C-LANA FP = inhibitors of KSHV LANA C-terminal domain DNA binding | MBP-C-LANA/FAM-LBS DNA binding, fluorescence polarization | inhibition, % at 9 µM | 0.078% of 340,000 active | AID 504423;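 active = highest replicate inhibition at or above 60% at 9 µM, even if other replicates fall short; inactive = all replicates below 60% inhibition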;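 note: 0% = neutral control wells and 100% = 4 µM acridine orange control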
# HTR5A inv ag = HTR5A inverse agonism, opioid heterodimer counter-screen. P47898. HTR5A cell line, luminescence. inhibition, % at 9.3 µM. 0.083% of 340,000 active; in the data active = inhibition mostly above about 23%, no sharp cut-off; inactive = mostly below about 18%;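 note: 0% = cells with DMSO and 100% = no-cell wells with DMSO; some compounds called inactive have numbers as strong as hits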
# RTF Ca sens act = cardiac RTF calcium sensitization; P19429+P45379; IANBD-labeled TnC RTF fluorescence at EC20 calcium; 0% EC20 calcium, 100% full calcium; activation, % at 7.2 µM; 0.24% of 340,000 active; AID 493008;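 active = activation above the mean over all tested compounds plus 3 SD, cut at about 30% in these data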;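 note: rise in fluorescence read as greater calcium sensitivity of cardiac thin filaments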
# Keap1 Nrf2 FP = inhibitors of human Keap1-Nrf2 protein-protein interaction. Q14145. Keap1 Kelch-Nrf2 peptide fluorescence polarization, 1536-well. inhibition, % at 9.4 µM. 0.15% of 340,000 active. AID 504523; in the data active = inhibition above about 12%;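 note: human Keap1 Kelch domain with fluorescein labeled Nrf2 9mer peptide probe; 0% = neutral control wells and 100% = peptide positive control; higher means more block of Keap1 binding to Nrf2 peptide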
# Target sequence (Q14145 whole entry, looked up, the tested form may be a part): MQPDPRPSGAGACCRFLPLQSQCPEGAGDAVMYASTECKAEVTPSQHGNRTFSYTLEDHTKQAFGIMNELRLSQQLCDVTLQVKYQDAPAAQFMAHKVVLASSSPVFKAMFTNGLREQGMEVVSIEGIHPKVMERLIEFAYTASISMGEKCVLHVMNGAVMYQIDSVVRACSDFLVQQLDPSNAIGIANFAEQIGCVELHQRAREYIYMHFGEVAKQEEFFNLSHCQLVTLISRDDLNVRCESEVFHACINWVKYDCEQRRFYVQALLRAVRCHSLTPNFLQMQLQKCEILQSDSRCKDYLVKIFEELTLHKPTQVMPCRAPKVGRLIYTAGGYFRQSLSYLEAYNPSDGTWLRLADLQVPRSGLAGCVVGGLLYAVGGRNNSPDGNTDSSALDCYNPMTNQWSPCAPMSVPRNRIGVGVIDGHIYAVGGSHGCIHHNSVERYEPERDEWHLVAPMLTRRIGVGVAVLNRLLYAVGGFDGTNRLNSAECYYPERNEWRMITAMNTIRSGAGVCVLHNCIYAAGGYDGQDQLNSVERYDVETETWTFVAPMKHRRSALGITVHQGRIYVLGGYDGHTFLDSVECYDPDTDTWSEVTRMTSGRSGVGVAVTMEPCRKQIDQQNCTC
# MOR-DOR inv ag = inverse agonists of human mu-delta opioid receptor heterodimerization; P35372+P41143; inhibition, % at 9.3 µM; 0.21% of 340,000 active; AID 504357; cell-based MOR-DOR heterodimer luminescence, inverse agonism; in the data active = inhibition above about 22%, passing the limit was not always enough;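 note: 0% = cells with DMSO and 100% = wells without cells with DMSO; values of inactives mirror those of a sister screen read the other way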
# Active calls of the source: *; . = no result given.
SMILES,HTR5A ag,Cardiac RTF inh,MOR-DOR ag,CAL PDZ FP,V-ATPase pH,C-LANA FP,HTR5A inv ag,RTF Ca sens act,Keap1 Nrf2 FP,MOR-DOR inv ag
COc1ccccc1-n1c(CNc2c(C)cccc2C)nnc1SCC(=O)N1CCOCC1,-3,-36,0.6,2,0,-2.6,5,-2,-3,-3
CCCCOc1ccc(C(=O)OCC(=O)c2c(N)n(C)c(=O)n(C)c2=O)cc1,6,-4,-2.3,3,1,1.8,20,-9,0,9
C(=C/c1nccc2c1[nH]c1ccccc12)/c1ccc2c(c1)OCO2,1,-15,12,-12,2,1.5,-3,7,-1,-55
Cc1occc1-c1nnc(SCC(=O)NCc2cccs2)n1CC1CCCO1 (stereo not drawn),0,1,-2.1,-1,6,0.9,-2,1,-2,11
Cc1occc1C(=O)NCCCCc1ccccc1,4,3,-1.5,-5,-1,-0.2,-5,-4,-2,8
O=C(COC(=O)C1CC2CCCC(C1)C2=O)NC(=O)c1ccc(OC(F)F)cc1 (stereo not drawn),1,2,-2.4,1,5,1.6,28,7,0,8
N#CCSc1nc(-c2ccccc2)nc2ccc(F)cc12,-1,3,-1.3,-1,6,-4.6,3,-2,1,6
FC(F)(F)c1nc(Oc2ccccc2)c2ccccc2n1,10,1,4.2,-3,-2,0.7,-26,-5,-2,-21
CC(=O)NCc1ccc(S(=O)(=O)N2CCN(c3ccccn3)CC2)cc1,3,-10,-1.1,-1,5,0.2,-6,1,3,6
CCO[C@H]1OC(C(=O)N2CCCCCCC2)=C[C@@H](C2CCCCC2)[C@@H]1CCCO,5,5,2.1,2,1,1.7,-9,-4,-2,-12
COc1ccc(NC(=O)COC(=O)Cc2c[nH]c3ccccc23)cc1Cl,1,8,-1.5,9,0,-0.2,-4,3,2,8
CCc1ccc(/C(C)=N\Nc2ccc([N+](=O)[O-])cc2)cc1,3,-10,1.3,2,0,-2.2,8,3,-1,-8
Cc1ccc(-c2ccc(=O)n(CC(=O)NCCN(C)C)n2)cc1,-4,0,-1.7,3,0,0.8,10,-1,-4,10
CCCOc1cc(CN2CCCCC2)cc(C(C)=O)c1,1,-15,0.0,-1,3,1.2,-3,1,0,0
Cc1cccc(Cn2c(C)c(C)c3cc(C(=O)NCCN4CCOCC4)ccc32)c1,-4,3,-1.0,22,-4,-1.7,16,-1,1,5
COc1ccc(C(=O)NC(=S)Nc2ccc3c(c2)Cc2ccccc2-3)cc1,0,0,-2.2,1,0,0.4,19,-3,3,9
Cc1ccc(NC(=O)Cc2ccc(Cl)cc2)nc1,7,-4,-2.9,0,-1,0.8,-18,2,-2,14
COc1ccc(C2=NCCc3cc(OC)c(OC)cc32)cc1,10,-9,1.5,-4,-1,-1.1,-26,1,-2,-9
NC(=O)[C@@H]1CCCCNc2c(F)cc([N+](=O)[O-])cc2C(=O)N[C@@H](CC(=O)O)C(=O)N[C@@H](CCC(=O)O)C(=O)N1,0,-9,-0.8,0,-4,0.1,-37,-1,-5,4
Cc1ccc(SCC(=O)Nc2ccc(N3CCOCC3)cc2)cc1C,-4,0,0.0,-2,-1,0.3,1,-5,0,0
Cc1nn(-c2ccccc2)c(Oc2ccccc2)c1C=O,-4,-16,-0.6,1,1,-0.3,11,-2,-5,4
O=C(CNS(=O)(=O)c1ccc2ccccc2c1)Nc1ccc(F)c(F)c1F,5,-5,-1.5,.,4,-1.1,-6,-3,-2,6
Cc1ccc(C)c(CN2CCC(CNC(=O)Nc3ccc(C)c(F)c3)CC2)c1,1,-3,1.8,-2,-1,-0.7,-3,-1,-3,-8
CC1(C)CC(NC(=O)COc2ccc([N+](=O)[O-])cc2)CC(C)(C)N1,.,.,.,-3,0,0.1,.,.,3,.
CC1(C)Cc2c(sc3c2C2=NCCN2C=N3)CS1,0,-7,-3.5,0,-2,-1.5,6,2,1,16
O=C(Nc1ccccc1N1CCN(C(=O)c2ccccc2)CC1)c1ccccc1Cl,-2,-5,-0.4,-7,1,-12,5,1,-4,2
O=C(CN1CCC(NC(=O)Cc2ccccc2)CC1)Nc1cccc2ccccc12,-5,1,-1.3,-2,-4,0.3,11,6,-5,8
O=C(NNC(=S)Nc1ccc(F)c(Cl)c1)c1ccccc1Br,4,-5,-5.3,.,-3,1.9,14,0,2,26
CCc1c(C)[nH]n(-c2nc(-c3cccc([N+](=O)[O-])c3)cs2)c1=O,-1,9,-5.5,2,2,-1.5,6,0,-3,29
COc1ccc(Cl)cc1NC(=O)CCn1c(=O)oc2ccccc21,3,0,0.1,-2,-5,-0.7,-9,3,-4,-1
COc1cccc(-n2c(SCC(=O)NC3CCCCC3)nc3n[nH]c(C)c3c2=N)c1,1,-6,0.1,-7,1,0.3,-2,1,1,-1
Cc1ccc(NC(=O)COC(=O)Cc2c[nH]c3ccccc23)cc1C,-1,-5,-3.1,4,10,-0.5,2,2,4,12
Cc1c(NC(=O)c2cc3ccccc3o2)c(=O)n(-c2ccccc2)n1C,2,9,-2.4,-3,6,-0.8,5,7,-2,14
CC1Cc2ccccc2N1C1=CC(=O)CCC1 (stereo not drawn),-2,-2,-1.7,-5,1,1.3,23,-4,1,8
COc1cccc(/C=N/NC(=O)CN(C2=NS(=O)(=O)c3ccccc32)c2ccccc2)c1,2,-1,-0.7,-3,0,-0.9,-7,0,-4,3
COc1ccc(N2C(=O)C3CCCN3C2=S)cc1 (stereo not drawn),1,10,-1.7,4,0,0.2,-3,-5,-2,10
Cn1nc(C(=O)Nc2cccc(C(=O)NC3CC3)c2)c2ccccc2c1=O,6,-4,-0.8,-4,3,-1.0,-16,-3,2,3
CCOc1ccccc1-c1cc(C(=O)N/N=C(\C)c2cccnc2)c2ccccc2n1,3,-2,1.5,1,0,-0.9,-12,-6,-6,-8
COc1cc(OC)cc(C(=O)NCC(=O)OCC(=O)NC(C)CCc2ccccc2)c1 (stereo not drawn),4,-1,0.9,-4,-1,-0.2,-8,4,-3,-4
O=C(Cc1ccc(NC(=O)C2CCN(C(=O)CCc3ccccc3)CC2)cc1)Nc1ccc(C(=O)N2CCOCC2)cc1,0,-5,-2.5,3,-2,2.1,0,2,0,11
CC(=O)Nc1ccc(S(=O)(=O)NCC(CCC(=O)O)C(F)(F)F)cc1 (stereo not drawn),3,7,-1.1,-1,3,-0.5,-8,0,5,6
CCOC(=O)c1ccc(NC(=O)c2ccc(C)c(S(=O)(=O)N3CCOCC3)c2)cc1,-4,-2,4.2,-12,-1,-0.2,10,-2,1,-21
CC1CCCN(C(=O)NC(=O)c2ccc(Cl)cc2)C1 (stereo not drawn),1,-5,-4.0,-3,-1,-0.6,-7,-3,2,21
O=C1NC2=C(C(=O)CCC2)C(c2ccccc2Cl)N1 (stereo not drawn),4,-22,-3.6,-1,4,-0.4,-14,19,1,18
Clc1ccccc1OCCCn1ccnc1,5,-4,-1.4,-1,-8,-0.4,-13,-3,-2,7
CCOC(=O)C1(Cc2cccc(F)c2)CCN(C(=O)c2cscn2)CC1,-2,-3,-2.8,-2,2,-0.2,-7,3,-6,13
COC(=O)C1CCN(S(=O)(=O)CCNC(=O)c2cccc(OC)c2)CC1,-1,5,-0.2,-4,-4,0.3,2,7,-4,1
CCCCN(CCCC)C(=S)N/N=C/c1c(C)[nH]n(-c2ccccc2)c1=O,-6,-7,1.6,-6,3,1.5,-1,6,-6,-10
Cc1c(-c2ccccc2)nc(N)c(C#N)c1-c1cccs1,-1,-2,6.8,0,0,-0.9,2,-1,0,-34
C[C@@]12C(=O)Nc3cc(Cl)ccc3C(=O)N1[C@H]1c3ccccc3OC[C@@H]1[C@@H]2c1ccccc1,1,2,-1.4,-1,-2,1.4,0,-11,0,6
# (continued)
SMILES,HTR5A ag,Cardiac RTF inh,MOR-DOR ag,CAL PDZ FP,V-ATPase pH,C-LANA FP,HTR5A inv ag,RTF Ca sens act,Keap1 Nrf2 FP,MOR-DOR inv ag
O=c1[nH]c(-c2ccc(Cl)cc2)nc(=S)[nH]1,-5,3,-2.9,-1,3,1.2,-11,11,-5,15
O=C(Nc1c[nH]c(=O)[nH]c1=O)c1ccccc1Br,-1,-9,-2.7,1,0,1.6,4,-1,2,14
CCC(C)n1[nH]c(=O)c2c(C)cc(C)nc21 (stereo not drawn),5,1,-2.5,-3,1,4.4,-3,0,-3,12
C/C(=N/N=C(/N)SCc1ccccc1)C(C)(C)C,-3,0,-1.5,1,0,1.9,8,8,-7,7
O=C(COC(=O)c1cccc(F)c1)NC(=O)NCc1ccccc1,-9,-3,3.8,-4,0,0.7,23,5,-3,-15
NC(=O)C1CCCN(Cc2ccc(Cl)cc2)C1 (stereo not drawn),0,-9,-2.1,-5,-4,-1.3,-6,-3,-3,11
C=CCn1c(CCNC(=O)c2cccs2)nnc1SCC(=O)Nc1cccc(F)c1,-2,-4,-1.5,-2,0,0.6,-10,4,-4,8
CC(C)(C)c1ccc(C(=O)NCC(=O)N2CCCCCC2)cc1,0,-22,-3.2,-7,1,-1.3,21,10,3,17

# By substructure: the entries above with an aryl methoxy group
SMILES,HTR5A ag,Cardiac RTF inh,MOR-DOR ag,CAL PDZ FP,V-ATPase pH,C-LANA FP,HTR5A inv ag,RTF Ca sens act,Keap1 Nrf2 FP,MOR-DOR inv ag
COc1ccccc1-n1c(CNc2c(C)cccc2C)nnc1SCC(=O)N1CCOCC1,-3,-36,0.6,2,0,-2.6,5,-2,-3,-3
COc1ccc(NC(=O)COC(=O)Cc2c[nH]c3ccccc23)cc1Cl,1,8,-1.5,9,0,-0.2,-4,3,2,8
COc1ccc(C(=O)NC(=S)Nc2ccc3c(c2)Cc2ccccc2-3)cc1,0,0,-2.2,1,0,0.4,19,-3,3,9
COc1ccc(C2=NCCc3cc(OC)c(OC)cc32)cc1,10,-9,1.5,-4,-1,-1.1,-26,1,-2,-9
COc1ccc(Cl)cc1NC(=O)CCn1c(=O)oc2ccccc21,3,0,0.1,-2,-5,-0.7,-9,3,-4,-1
COc1cccc(-n2c(SCC(=O)NC3CCCCC3)nc3n[nH]c(C)c3c2=N)c1,1,-6,0.1,-7,1,0.3,-2,1,1,-1
COc1cccc(/C=N/NC(=O)CN(C2=NS(=O)(=O)c3ccccc32)c2ccccc2)c1,2,-1,-0.7,-3,0,-0.9,-7,0,-4,3
COc1ccc(N2C(=O)C3CCCN3C2=S)cc1 (stereo not drawn),1,10,-1.7,4,0,0.2,-3,-5,-2,10
COc1cc(OC)cc(C(=O)NCC(=O)OCC(=O)NC(C)CCc2ccccc2)c1 (stereo not drawn),4,-1,0.9,-4,-1,-0.2,-8,4,-3,-4
COC(=O)C1CCN(S(=O)(=O)CCNC(=O)c2cccc(OC)c2)CC1,-1,5,-0.2,-4,-4,0.3,2,7,-4,1
